# GALK inhibitor = qHTS Assay for Inhibitors of Human Galactokinase (GALK); P51570; Purified GALK, Kinase-Glo residual ATP luminescence; Potency, µM (series often up to 57.5 µM), for inactives: at the highest dose activity change, negative = inhibition, hits mostly inhibitors; 0.007% of 270,000 active; also: potency is read from the fitted curve at half-maximal effect; % is scaled to controls: 0 for no effect and ±100 for the full control effect
#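 Galactose (100 uM) and ATP (35 uM) were turned over by 5 nM GALK for 1 h at RT. Kinase-Glo Plus then converted the remaining ATP into a luminescent signal.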
# Giardia killer = Small Molecules that selectively kill Giardia lamblia: qHTS | Giardia lamblia trophozoite viability | activity change, % at 7.66 µM, hits read low | 0.15% of 340,000 active | AID 540267, 2011; in the data active = activity change below about -80%; inconclusive = between about -30% and that limit;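 also: parasites exposed to compound for two days anaerobically before the ATP read; % is scaled to controls: 0 for no effect and ±100 for the full control effect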
#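 Luminescence from cellular ATP indicates surviving trophozoites (100 cells/well) following 48 hrs anaerobic compound treatment at 37 deg C; signal develops 15-30 min at room temperature.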
# TSG101-PTAP inh = qHTS Assay for Iinhibitors of HIV-1 Budding by Blocking the Interaction of PTAP/TSG101 | 340,000 tested, under 10 active | Tumor susceptibility gene 101 protein (Homo sapiens), Q99816 | Fluorescence polarization, FITC-PTAP peptide / Tsg101 binding | Potency, µM (series often up to 115 µM), inactives show top-dose activity change, negative = inhibition, most hits filed as inhibitors; active = well fitted inhibition curve with a large enough effect in the main read-out, with a control signal flat, not every such curve was filed as active; inconclusive = small, poorly fitted or top-dose-only effect, or effect the other way, or a change in a side signal; inactive = no such curve, though single readings can be large or run the other way; also: potency is read from the fitted curve at half-maximal effect; % of control where 0% means no effect
#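 FP read-out: FITC-PTAP peptide, 50 nM final, binding Tsg101 binding domain, 10 uM final; 20 min, r.t.; 10 mM HEPES pH 7.5, 0.15 M NaCl, 0.01% Tween 20, 3 mM EDTA, 0.1 mM TCEP.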
# B2AR arrestin = qHTS assay of beta-arrestin-biased ligands of beta2-adrenergic receptor; Beta-2 adrenergic receptor (Homo sapiens), P07550; Potency, µM (top dose mostly 46.1 µM), for inactives: at the top dose activation, usual class: activators; 0.02% of 330,000 active; beta-arrestin recruitment to beta2AR, cell-based reporter; AID 492947, 2010;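 also: potency is read from the fitted curve at half-maximal effect; 0% = DMSO controls and full agonism = EC100 isoproterenol or metaproterenol; nearly all actives have a fitted effect of over 65% in size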
# Target sequence (P07550 whole entry, looked up): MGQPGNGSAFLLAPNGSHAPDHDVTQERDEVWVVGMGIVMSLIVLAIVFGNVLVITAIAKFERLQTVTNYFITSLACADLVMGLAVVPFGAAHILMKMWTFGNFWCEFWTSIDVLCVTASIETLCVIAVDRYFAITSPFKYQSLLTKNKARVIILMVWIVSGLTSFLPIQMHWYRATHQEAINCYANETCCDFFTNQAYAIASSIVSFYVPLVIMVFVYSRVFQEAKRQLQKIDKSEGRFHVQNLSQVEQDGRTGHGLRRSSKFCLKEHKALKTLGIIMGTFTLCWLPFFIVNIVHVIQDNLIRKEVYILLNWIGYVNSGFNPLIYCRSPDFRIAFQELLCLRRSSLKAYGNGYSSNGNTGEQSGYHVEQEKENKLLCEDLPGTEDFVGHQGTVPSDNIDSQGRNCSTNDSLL
# a7 integrin act = qHTS for Activators of Integrin-Mediated Alleviation for Muscular Dystrophy | alpha7betagal myoblasts, beta-gal FDG fluorescence, 48 h | Potency, µM (highest dose often 38.3 µM), for inactives: at the highest dose activation, hits mostly activators | 0.064% of 350,000 active;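 also: potency is read from the fitted curve at half-maximal effect; 100% = response of the positive control SU9516; nearly all actives have a fitted effect of over 60% in size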
#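 Alpha7betagal+/- myoblasts (passage 13) were plated 16-24 hr, then exposed to compounds (1:260 dilution of DMSO stock) for 48 hours at 37C. After MPER lysis, β-galactosidase reporter activity was read as FDG fluorescence (ex 480/em 540) after 30 minutes.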
# PKM2 activator = qHTS Assay for Activators of Human Muscle isoform 2 Pyruvate Kinase; Pyruvate kinase PKM (Homo sapiens), P14618; purified PKM2, Kinase-Glo ATP luminescence, activation; response scale: 0% is enzyme alone, no compound; Potency, µM (series often up to 57.5 µM), for the others: at the highest dose activation, actives largely listed as activators; 0.34% of 260,000 active; also: potency is read from the fitted curve at half-maximal effect; % is scaled to controls: 0 for no effect and ±100 for the full control effect; nearly all actives have a fitted effect of over 55% in size
#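 hPK-M2, >95% pure; 0.1 mM ADP / 0.5 mM PEP final; imidazole pH7.2 buffer w/ 7 mM MgCl2, 50 mM KCl; 1 h RT; Kinase-Glo lum. Intermediate enzyme activity for dual inhibitor/activator qHTS.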
# FBPA coupling cs = qHTS Assay for Inhibitors of Fructose-1,6-bisphosphate Aldolase from Giardia Lamblia: Coupling assay counterscreen. 0.67% of 290,000 active. AID 2472, 2010. activity change, negative = inhibition, % at 58.2 µM, hits read low. coupling enzyme system counterscreen, AmpLite Red fluorescence; in the data active = activity change below about -30%; also: % is scaled to controls: 0 for no effect and ±100 for the full control effect
#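 Counterscreen of the coupled detection system alone, without aldolase: glyceraldehyde-3-phosphate coupling enzymes plus AmpLite Red readout. Compounds at 57.5 uM final, 10 min RT preincubation, 20 min RT reaction, fluorescence 525/598 nm.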
# Menin-MLL TR inh = qHTS Assay for Inhibitors Targeting the Menin-MLL Interaction in MLL Related Leukemias: Competition With Texas Red Labeled MLL-derived Mutant Peptide. O00255. Menin + Texas Red MLL mutant peptide, fluorescence polarization. Potency, µM (titrated, usually from 61.6 µM), inactives show top-dose FP activity change, negative = inhibition, usual class: inhibitors. 0.23% of 270,000 active; active = well fitted inhibition curve with a large enough effect in the polarisation, with a control signal flat, not every such curve was filed as active; inconclusive = small, poorly fitted or top-dose-only effect, or effect the other way, or a change in a side signal; inactive = no such curve, though single readings can be large or run the other way; the % refers to the polarisation; also: potency is read from the fitted curve at half-maximal effect; % of control where 0% means no effect; many of its hits are not listed in these tables
# Chronic BCR inh = qHTS Assay to Find Inhibitors of Chronic Active B-Cell Receptor Signaling; Potency, µM (series often up to 46.1 µM), for the others: at the highest dose ratio change, negative = lower green/red ratio, hits mostly inhibitors; 0.05% of 340,000 active; ABC-DLBCL IkBa-CBG/CBR reporter, luminescence ratio, 4 h; active = well fitted inhibition curve with a large enough effect in the signal ratio, with a control signal flat, not every such curve was filed as active; inconclusive = small, poorly fitted or top-dose-only effect, or effect the other way, or a change in a side signal; the % refers to the signal ratio;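 also: potency is read from the fitted curve at half-maximal effect; plate controls were basal doxycycline-induced cells for no effect and cells given 10 µM MG132 for full effect; MG132 reads +100%, hits lower the ratio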
#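 TMD8 ABC-DLBCL cells carrying doxycycline-inducible green luciferase fused to IkappaBalpha plus unfused red luciferase were exposed to compounds (up to 46 uM) for 4 hrs at 37C. Activity came from the overlap-corrected green/red luminescence ratio.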
# S-ASM inh = Inhibitors of Secretory Acid Sphingomyelinase (S-ASM): qHTS. Sphingomyelin phosphodiesterase (Homo sapiens), P17405. placental ASM, HMU-PC fluorogenic substrate, 60 min. Potency, µM (highest dose often 57.5 µM), without a hit: at the top dose activity change, negative = inhibition, most hits filed as inhibitors. 0.006% of 340,000 active. AID 504937, 2011; also: potency is read from the fitted curve at half-maximal effect
#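 Fluorogenic HMU-PC substrate (9 uM final) is turned over by placental ASM in 60 min at 37 C after a 10 min compound preincubation. Reaction ended by alkaline stop (pH 10), with fluorescence read at 386/447 nm.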
# Tb PFK block = qHTS Assay to Find Inhibitors of T. brucei phosphofructokinase. 0.17% of 330,000 active. AID 485367, 2010. T. brucei PFK, ADP-Glo luminescence. Potency, µM (top dose mostly 57.5 µM), for inactives: top-dose activity, negative = inhibition, usual class: inhibitors;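 also: potency is read from the fitted curve at half-maximal effect; 0% = uninhibited 1x PFK enzyme wells and -100% = no-enzyme wells; nearly all actives have a fitted effect of over 60% in size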
# Target sequence (O15648 whole entry, looked up): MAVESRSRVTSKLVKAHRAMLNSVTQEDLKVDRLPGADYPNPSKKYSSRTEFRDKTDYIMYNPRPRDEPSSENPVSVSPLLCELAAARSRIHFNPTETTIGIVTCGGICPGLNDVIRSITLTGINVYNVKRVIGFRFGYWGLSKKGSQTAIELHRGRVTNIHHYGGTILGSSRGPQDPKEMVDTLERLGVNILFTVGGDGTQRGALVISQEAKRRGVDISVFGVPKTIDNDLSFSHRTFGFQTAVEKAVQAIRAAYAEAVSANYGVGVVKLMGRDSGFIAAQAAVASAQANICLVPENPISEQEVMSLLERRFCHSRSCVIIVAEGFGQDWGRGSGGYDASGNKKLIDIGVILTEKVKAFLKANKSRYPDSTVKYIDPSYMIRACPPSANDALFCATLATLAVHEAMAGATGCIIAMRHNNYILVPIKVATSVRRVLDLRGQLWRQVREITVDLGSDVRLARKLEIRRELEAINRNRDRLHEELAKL
#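 PFK 1.25 nM, F6P 0.5 mM, ATP 0.1 mM, 0.1 M TEA pH 8.0, 5 mM MgCl2, 0.01% Tween20, 0.1% BSA; 45 min RT. ADP-Glo readout. qHTS titration up to 57 uM; curves fitted, compounds curve-classed.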
# Active calls of the source: *; ? = inconclusive; / = not tested or not shown; [ ] = remark or other dose. Unless noted, calls follow the shape of the dose curve; as a rule, active = well fitted curve in the direction sought with a large enough effect; inconclusive = small, poorly fitted or top-dose-only effect, or another doubt; inactive = no such curve, though single readings can be large; an effect the other way counts as inactive or inconclusive.
Molecule,GALK inhibitor,Giardia killer,TSG101-PTAP inh,B2AR arrestin,a7 integrin act,PKM2 activator,FBPA coupling cs,Menin-MLL TR inh,Chronic BCR inh,S-ASM inh,Tb PFK block
Cc1c(C(=O)NCc2ccccn2)sc2nc(-c3ccccc3)cn12,1%,-1,0%,-0.1%,-14%,10%,2,-7%,?,1%,-11%
COC(=O)c1cccc(CN2C(=O)SC(Nc3ccc(C)cc3)C2=O)c1 (stereo not drawn),4%,8,2%,-0.1%,-26%,-2%,-14,/,-26%,-26%,0%
O=C(NCCCN1CCCC1)Nc1cccc2ccccc12,-1%,-24,-3%,-1.1%,-4%,4%,-3,1%,-10%,0%,7%
CC1CCCCC1NC(=O)c1ccc(CSc2nc3ccncc3[nH]2)cc1 (stereo not drawn),/,11,-1%,-0.5%,3%,-1%,3,3%,1%,4%,-3%
CCCCOC(=O)c1cccnc1,0%,14,-1%,0.4%,-11%,2%,5,/,-4%,-2%,-7%
COc1ccc(OC)c(C(=O)c2nc3c(n2O)CCCCC3)c1,0%,-4,-3%,0.1%,28%[7.66 µM],-4%,-2,3%,-1%,3%,-7%
COc1ccc(S(=O)(=O)N2CCN(C(=O)c3ccc([N+](=O)[O-])o3)CC2)cc1,-1%,?,-2%,0.3%,-68%[inhibitor],?,0,18%,-22%,-23%,-9%
Cc1cc(Br)c(NC(=O)CCNC(=O)OCc2ccccc2)cc1C,0%,-10,-5%,0.1%,18%,0%[11.5 µM],-2,-7%,4%,-3%,1%
CCCOc1ccccc1C1CC(=O)NC2=C1C(=O)CCC2 (stereo not drawn),-1%,1,-3%,-0.3%,1%,3%,1,6%,?,2%,0%
COc1ccc(-c2nnc(NC(=O)c3cccs3)s2)c(OC)c1,-1%,-26,-1%,0.9%,20%,1%,2,/,-1%,4%,4%
O=C(CSc1ccc(-c2ccco2)nn1)c1cccc([N+](=O)[O-])c1,0%,38[activator],0%,-3.4%,-7%,7%,-2,?,4%,-2%,-4%
CN1CCCN(S(=O)(=O)c2cccc(C#N)c2)CC1,0%,22,-3%,0.0%,1%,/,-3,-15%,4%,3%,9%
O=C(COc1ccc(S(=O)(=O)N2CCOCC2)cc1Cl)NCCCn1ccnc1,-1%,21,-4%,-0.5%,6%,/,-1,-5%,2%,4%,3%
O=C(c1ccc2c(c1)OCCO2)C1CCN(S(=O)(=O)c2ccccc2F)CC1,-1%,10,0%,0.0%,-23%,-3%,4,/,-12%,1%,-4%
Cc1ccc([C@H]2C(C(=O)O)=C[C@@H](CC3CCCC3)N2S(=O)(=O)c2ccc(C)cc2)cc1,/,-12,-5%,-0.1%,-4%,/,/,/,2%,2%,1%
Cc1ccc2[nH]c3c(=O)[nH]ncc3c2c1,/,-7,-12%,-0.1%,28%,/,1,6%,-1%,-3%,-8%
C=C(C)COc1ccc(-c2nc(N)ncc2Oc2ccc(OC)cc2)c(O)c1,1%,13,-6%,0.3%,-28%,-1%,-5,?,?,?,-5%
Cc1cc(S(=O)(=O)N2CC(=O)N(CCc3ccccc3)C(=O)C2)ccc1F,4%,-24,-2%,0.3%,7%,2%,-3,?,17%,-2%,-4%
O=C1CCCC/C=C\C[C@H](CC(=O)N(CCO)Cc2ccccc2)C(=O)N2CCC[C@@H]2CO1,/,11,/,-0.9%,-4%,/,/,/,2%,2%,1%
COc1ccc(NC(=O)N2CCCC2C(=O)NCc2ccc(C)cc2)cc1 (stereo not drawn),-1%,7,0%,-0.5%,27%,-34%,0,2%,1%,3%,0%
O=C(O)c1cc(NC(=O)c2ccco2)cc(NC(=O)c2ccco2)c1,1%,8,-4%,-0.9%,36%,-16%,2,-22%,2%,3%,7%
COc1ccc(C2=NN(C(=O)CCCC(=O)O)C(c3cn(-c4ccccc4)nc3-c3ccccc3)C2)cc1 (stereo not drawn),-4%,-13,-6%,0.4%,17%,2%,2,/,1%,-17%,-29%
O=C(NCc1ccc(Cl)cc1Cl)C1CC(=O)N(Cc2ccccc2)C1 (stereo not drawn),12%,-13,-1%,0.2%,?,0%,6,-14%,6%,1%,-6%
COc1ccc(N2CCN(C(CNC(C)=O)c3ccc4c(c3)OCO4)CC2)cc1 (stereo not drawn),7%,-12,-10%,-0.9%,32%,-2%,7,-9%,-6%,2%,-2%
Cn1c2ccccc2c2ncn(CCCN3CCOCC3)c(=O)c21,0%,-7,-8%,-0.4%,5%,14%,1,6%,6%,2%,-1%
Cc1ccccc1NC(=O)Oc1cccc(OC(=O)c2ccccc2)c1,9%,-16,-4%,0.4%,7%,0%,2,1%,2%,3%,4%
COc1cccc(-c2sc3ccc(OC)cc3c2-c2ccc(OCCN3CCCC3)cc2)c1,/,-2,-4%,-0.4%,-35%,/,/,/,?,-15%,1%
CCSC1=NC(=O)/C(=C2/C=Cc3ccccc3N2CC)S1,-1%,-1,-7%,-0.2%,17%,-19%,-2,?,?,-10%,-2%
Cc1nc2sc3c(c2c(=O)[nH]1)CCC3,1%,2,-2%,-1.3%,0%,-11%,1,-16%,-2%,1%,13%
Cc1cccc(N2C(=O)CC(N3CCN(c4ccccc4)CC3)C2=O)c1 (stereo not drawn),0%,-2,-3%,-0.7%,19%,-18%,1,-5%,1%,-3%,-4%

# Structural class: the compounds so far containing an aryl thioether with sulfur outside any ring
Molecule,GALK inhibitor,Giardia killer,TSG101-PTAP inh,B2AR arrestin,a7 integrin act,PKM2 activator,FBPA coupling cs,Menin-MLL TR inh,Chronic BCR inh,S-ASM inh,Tb PFK block
CC1CCCCC1NC(=O)c1ccc(CSc2nc3ccncc3[nH]2)cc1 (stereo not drawn),/,11,-1%,-0.5%,3%,-1%,3,3%,1%,4%,-3%
O=C(CSc1ccc(-c2ccco2)nn1)c1cccc([N+](=O)[O-])c1,0%,38[activator],0%,-3.4%,-7%,7%,-2,?,4%,-2%,-4%

# Following part
Molecule,GALK inhibitor,Giardia killer,TSG101-PTAP inh,B2AR arrestin,a7 integrin act,PKM2 activator,FBPA coupling cs,Menin-MLL TR inh,Chronic BCR inh,S-ASM inh,Tb PFK block
COc1ccccc1OCCNC(=O)c1cc([N+](=O)[O-])cc([N+](=O)[O-])c1,1%,15,-3%,0.2%,-7%,-1%,1,-2%,3%,0%,3%
CCc1ccc(CNC(=O)C(=O)NCC2CCCO2)cc1 (stereo not drawn),4%,-3,-1%,0.4%,?,-20%,1,-20%,-3%,5%,-7%
CCOC(=O)N1CCc2c(sc(NC(=O)CCS(=O)(=O)c3ccccc3)c2C(N)=O)C1,-1%,?,-5%,-0.6%,-17%,1%,/,/,2%,-4%,-4%
O=C(c1ccccc1)N1CCN(Cc2ccc3c(c2)OCO3)CC1,2%,-19,3%,-0.1%,13%,/,0,-12%,-8%,1%,-3%
O=C(c1cccc(Br)c1)N1CCN(S(=O)(=O)N2CCCCC2)CC1,3%,9,-4%,-1.4%,12%,/,/,/,1%,-1%,-6%
CCN(CC(=O)Nc1c(F)cccc1F)C(=O)CSCc1c(C)noc1C,/,22,-4%,0.0%,15%,/,/,/,-1%,/,0%
O=C(CCCCn1c(=O)[nH]c2ccccc2c1=O)N1CCN(c2cccc(C(F)(F)F)c2)CC1,0%,-13,-4%,-0.1%,-35%,-1%,-1,-10%,?,-13%,-19%
Cc1ccc(NC(=O)c2ccc(Oc3ncccn3)cc2)cc1,0%,7,-2%,0.1%,0%,-1%,0,12%,6%,0%,0%

# High-throughput results deposited in PubChem BioAssay by National Center for Advancing Translational Sciences (NCATS).

# Not all compounds are listed; the hit share may differ from the screen's.
